From PubChem
FXIa inh 1536 = factor XIa (human) inhibition | inhibition, % at 5 µM | P03951 | purified FXIa, Boc-Glu-Ala-Arg-AMC fluorogenic substrate | actives 0.14% (n = 220,000) | AID 798;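 active = inhibition of at least 40%; inactive = inhibition below 40%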;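 note: fluorescence of freed AMC excited at 355 nm; 0% = enzyme without compound and 100% = no enzyme blank; many of its hits are not listed in these tables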
FXIIa inh 1536 = factor XIIa (human) inhibition | actives 0.3% (n = 220,000) | inhibition, % at 5 µM | purified FXIIa, Boc-QGR-AMC fluorogenic substrate, 2 h | AID 800; in the data active = inhibition above about 40%;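 note: 0% = enzyme with no compound and 100% = blank without enzyme; many of its hits are not listed in these tables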
KCC2 mod = modulates chloride dependent transport by human KCC2 | B-score of Tl+ flux slope (higher = more flux/activation; lower = inhibition) at 10 µM | actives 2.2% (n = 190,000) | Q9H2X9 | KCC2 cells, thallium flux FluoZin-2 fluorescence | AID 1456;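 active = thallium flux slope and its plate-corrected score both differing from the plate sample mean at a set confidence after two filtering rounds, in either direction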;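 note: slope of fluorescence scaled to starting intensity during 10 to 20 s after thallium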
thrombin 1536 = inhibitors of human thrombin; P00734; alpha-thrombin, Boc-VPR-AMC fluorogenic substrate cleavage; inhibition, % at 5 µM; actives 0.26% (n = 220,000); AID 1046;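 active = inhibition at or above 40%; inactive = inhibition below 40%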;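 note: 0% = enzyme with no compound and 100% = wells without enzyme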
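Material: human alpha-thrombin enzyme / Medium: pH 7.5 Tris (50 mM) with NaCl 150 mM, Tween 20 0.05% / Compound: single-point dosing at 5 µM, 0.2% DMSO / Incubation: enzyme reaction carried out at room temperature / Detection: AMC fluorescence, 355/460 nm / Read-out basis: percent inhibition scaled between no-compound controls and no-enzyme blanks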
TNF necrop inh = blocks TNF-alpha induced death of Jurkat FADD-/- cells | activation (protection from cell death), % at 10 µM | actives 0.068% (n = 220,000) | AID 463075 | Jurkat FADD-/- TNF necroptosis rescue, ATP luminescence, 24 h; 0 = TNF only, 100 = no-TNF cells;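 active = activation, meaning protection from cell death, of at least 50% relative to plate controls; inactive = activation below 50%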;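 note: necroptosis triggered by 40 ng/mL TNF-alpha added together with compound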
Hck-Nef inh = inhibitors of human Hck kinase activated by Nef; inhibition, % at 20 µM; actives 0.68% (n = 220,000); Recombinant Hck-YEEI plus Nef, Z-Lyte FRET kinase assay;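 active = Hck-Nef kinase inhibition above about 50%, limit read from the data; inactive = inhibition below that limit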;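 note: 0% = DMSO with Hck plus Nef and 100% = Hck alone without Nef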
Target sequence (P08631 whole entry, looked up): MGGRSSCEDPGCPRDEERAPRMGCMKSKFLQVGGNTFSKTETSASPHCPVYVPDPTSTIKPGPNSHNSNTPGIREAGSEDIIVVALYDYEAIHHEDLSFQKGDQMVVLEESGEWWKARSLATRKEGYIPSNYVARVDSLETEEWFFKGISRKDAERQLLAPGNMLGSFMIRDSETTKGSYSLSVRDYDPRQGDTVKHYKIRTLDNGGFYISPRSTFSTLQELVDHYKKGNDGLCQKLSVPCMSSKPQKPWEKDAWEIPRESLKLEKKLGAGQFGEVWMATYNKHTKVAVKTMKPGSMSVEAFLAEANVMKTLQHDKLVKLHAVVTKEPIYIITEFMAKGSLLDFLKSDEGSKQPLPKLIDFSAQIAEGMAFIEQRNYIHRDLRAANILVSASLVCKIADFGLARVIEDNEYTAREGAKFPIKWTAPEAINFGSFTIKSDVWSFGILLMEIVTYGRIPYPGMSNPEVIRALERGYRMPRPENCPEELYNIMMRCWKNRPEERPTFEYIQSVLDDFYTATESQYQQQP
hK5 inh = blocks human kallikrein 5 protease activity; Q9Y337; recombinant hK5, fluorogenic AMC substrate cleavage; inhibition, % at 5 µM; actives 0.59% (n = 210,000);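 active = inhibition of 40% or more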;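 note: 0% = enzyme controls without compound and 100% = no-enzyme blanks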
Rad51 HR inh = Rad51 (human) homologous recombination inhibition. Q06609. AID 1385. actives 0.085% (n = 200,000). hRad51 DNA strand exchange, fluorescence dequenching. inhibition, % at 10 µM;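 active = inhibition above 40% at the single screening dose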;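 note: 0% = DMSO control wells and 100% = blanks with heterologous ssDNA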
Target sequence (Q06609 whole entry, looked up): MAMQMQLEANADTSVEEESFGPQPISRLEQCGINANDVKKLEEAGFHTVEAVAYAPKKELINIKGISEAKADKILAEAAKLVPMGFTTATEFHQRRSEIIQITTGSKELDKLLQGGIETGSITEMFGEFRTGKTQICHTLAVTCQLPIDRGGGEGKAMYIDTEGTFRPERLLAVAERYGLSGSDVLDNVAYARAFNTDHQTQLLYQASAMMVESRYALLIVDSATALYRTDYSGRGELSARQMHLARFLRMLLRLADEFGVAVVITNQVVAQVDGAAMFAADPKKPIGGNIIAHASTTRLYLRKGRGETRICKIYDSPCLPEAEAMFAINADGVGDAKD
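Material: human Rad51–ssDNA filaments; Probe or stimulus: labelled 47-mer dsDNA for strand exchange; Doses: single 10 µM dose; Incubation: 37 °C 15-min filament assembly, 30-min compound preincubation, 15-min exchange; Technique: FRET fluorescence dequenching, excitation 485 nm, emission 520 nm; Measure: Fluorescence-based percent inhibition, control- and blank-normalised; Benchmarks: plate control and blank wells.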
zVAD death inh = L929 zVAD cell death inhibition; actives 0.38% (n = 220,000); L929 zVAD necroptosis rescue, ATP luminescence, 24 h; with zVAD 60 µM; viability rescue, % at 10 µM;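 active = activation, scaled between plate controls, above about 75%, limit read from the data; inactive = activation under that limit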;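 note: 0% = zVAD with DMSO and 100% = DMSO alone without zVAD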
* = called active by the depositor; . = not tested or not shown. These rows are one share of the data; the hit share may differ from the screen's.

no. | smiles | KCC2 mod | hK5 inh | FXIa inh 1536 | TNF necrop inh | FXIIa inh 1536
1 | NS(=O)(=O)c1ccc(CNC(=O)/C=C/c2ccccc2)cc1 | -0.45 | -13.3 | 0.9 | -2.8 | 7.7
2 | CCC1(C)Cc2ccccc2-c2[nH][nH]c(=O)c21 (stereo not drawn) | -2.19 | . | -2.8 | 3.1 | 0.3
3 | Cc1cc2nnc(SCCCCN3C(=O)c4ccccc4C3=O)n2c2ccccc12 | -0.934 | -12.4 | 5.6 | -5.0 | 13.9
4 | N#CC1=C(N)SC(C(=O)c2ccccc2)C1c1cccs1 (stereo not drawn) | 0.795 | -5.1 | 4.9 | -4.5 | 11.1
5 | COc1ccc(/C=C(\C#N)C(=O)Nc2cc(S(=O)(=O)N3CCCCC3)ccc2N2CCCCC2)cc1 | 2.6 | -3.3 | 3.0 | 3.9 | 9.6
6 | CCC(C)(C)n1c(=O)[nH]c2c(c1=O)CCC2 | . | -3.0 | -4.7 | 1.4 | 5.4
7 | CCOC(=O)c1c(-c2ccc(C)o2)csc1NC(=O)CSc1ncn[nH]1 | . | 0.6 | -2.4 | 2.2 | 10.5
8 | O=C(CSc1nncc2ccccc12)Nc1cccc(C(=O)O)c1 | 0.0304 | -0.1 | 3.3 | 4.1 | 0.2

no. | Rad51 HR inh | thrombin 1536 | Hck-Nef inh | zVAD death inh
1 | -4.2 | 3.0 | 1.5 | 0.1
2 | . | -5.5 | -2.4 | 1.4
3 | . | -0.6 | -1.7 | 0.0
4 | -1.7 | 1.8 | 9.6 | -0.8
5 | 3.5 | -1.7 | 0.8 | -0.4
6 | -1.9 | -5.6 | 0.2 | 2.0
7 | -1.9 | -3.2 | -2.3 | 1.2
8 | -2.4 | 1.6 | 3.1 | 1.0

no. | smiles | KCC2 mod | hK5 inh | FXIa inh 1536 | TNF necrop inh | FXIIa inh 1536
9 | Cc1cc(C)n2cc(CSc3nnnn3-c3ccccc3)nc2n1 | -0.883 | -26.7 | -6.2 | -0.9 | 19.6
10 | O=C(Nc1cc2c(oc1=O)CCCC2=O)c1ccccc1 | 0.753 | -4.5 | 3.6 | -3.2 | 16.2
11 | CCOc1ccc(N2C(=O)CN=C2Nc2ccccc2F)cc1 | 1.3 | -7.9 | -0.3 | -1.8 | 15.9
12 | Cc1ccc(-c2csc(/C(C#N)=C/Nc3ccccc3SC(F)(F)F)n2)c(C)c1 | 0.255 | -19.4 | 26.8 | 1.2 | 29.2
13 | CCOC(=O)c1c(C)[nH]c(C)c1C(=O)CSc1nnc(N)s1 | -0.185 | 24.4 | 10.7 | -0.8 | 21.0
14 | CC(Oc1ccccc1)C(=O)Nc1nnc(C2CCCCC2)s1 (stereo not drawn) | -0.161 | -1.4 | -3.2 | 2.8 | 3.6
15 | CCOC(=O)c1c(C)[nH]c(C)c1C(=O)CSc1nc(N)cc(N)n1 | 6.26* | 2.2 | 4.7 | 0.3 | 16.7
16 | O=C(Cc1ccc(-n2c(=O)c3ccccc3n(Cc3cccc([N+](=O)[O-])c3)c2=O)cc1)NCC1CCCO1 (stereo not drawn) | 0.625 | 1.4 | 0.9 | 0.6 | 3.4

no. | Rad51 HR inh | thrombin 1536 | Hck-Nef inh | zVAD death inh
9 | 8.3 | -18.4 | 1.6 | 0.1
10 | -38.7 | 0.6 | 0.7 | -0.3
11 | -5.4 | -1.4 | 1.7 | 0.0
12 | . | 1.0 | 3.4 | 0.8
13 | -6.0 | 20.9 | -2.4 | -0.4
14 | -3.4 | -9.4 | 14.0 | 11.9
15 | . | 10.1 | -3.3 | 3.8
16 | 0.5 | -7.1 | 0.4 | 2.1

no. | smiles | KCC2 mod | hK5 inh | FXIa inh 1536 | TNF necrop inh | FXIIa inh 1536
17 | COc1cccc(NC(=O)N2CCN(c3nnnn3-c3ccccc3)CC2)c1 | 0.0196 | -14.6 | 1.9 | 1.1 | 0.3
18 | N=C1/C(=C/c2cccs2)C(=O)N=C2SN=C(SCc3ccccc3)N12 | 32* | 12.1 | -4.0 | -3.5 | 12.4
19 | S=C(Nc1ccccc1)Nc1ccc(Cl)cc1Cl | 2.35 | 3.6 | 3.5 | -6.5 | 12.1
20 | Cc1ccc(CNC(=O)NC23CC4CC(CC(C4)C2)C3)cc1 | 0.308 | -8.6 | -3.4 | 3.5 | 6.8
21 | N#C/C(=C\c1ccc(-c2ccc(Br)cc2)o1)C(=O)NCCc1c[nH]c2ccccc12 | 0.831 | -26.0 | -4.7 | 2.2 | -1.3
22 | Cc1cccc(NC(=O)CCn2ccnc2C)c1 | . | -5.2 | 1.6 | 0.4 | 11.6
23 | CCn1c(CCNC(=O)c2ccc(OC)cc2)nnc1SCc1ccc(Cl)cc1Cl | -0.817 | -13.9 | 7.2 | 3.3 | 6.3
24 | CCNc1nc(NC(C)C)nc(N(C)C#N)n1 | 0.0936 | -1.8 | -2.4 | -1.2 | 1.6

no. | Rad51 HR inh | thrombin 1536 | Hck-Nef inh | zVAD death inh
17 | -2.9 | 3.6 | -1.9 | 0.2
18 | 2.6 | 3.2 | 0.7 | 0.3
19 | 0.9 | 0.2 | 0.1 | -0.4
20 | . | -3.2 | 3.4 | 0.9
21 | -2.4 | -7.9 | 4.1 | 3.0
22 | -6.1 | 1.4 | -2.8 | 1.8
23 | 11.0 | -1.9 | 2.3 | 2.2
24 | 17.9 | -3.4 | 13.8 | 0.1

A different layout for part of the listing above:
19: S=C(Nc1ccccc1)Nc1ccc(Cl)cc1Cl
  KCC2 mod: 2.35	hK5 inh: 3.6	FXIa inh 1536: 3.5	TNF necrop inh: -6.5	FXIIa inh 1536: 12.1	Rad51 HR inh: 0.9	thrombin 1536: 0.2	Hck-Nef inh: 0.1	zVAD death inh: -0.4

20: Cc1ccc(CNC(=O)NC23CC4CC(CC(C4)C2)C3)cc1
  KCC2 mod: 0.308	hK5 inh: -8.6	FXIa inh 1536: -3.4	TNF necrop inh: 3.5	FXIIa inh 1536: 6.8	Rad51 HR inh: .	thrombin 1536: -3.2	Hck-Nef inh: 3.4	zVAD death inh: 0.9

24: CCNc1nc(NC(C)C)nc(N(C)C#N)n1
  KCC2 mod: 0.0936	hK5 inh: -1.8	FXIa inh 1536: -2.4	TNF necrop inh: -1.2	FXIIa inh 1536: 1.6	Rad51 HR inh: 17.9	thrombin 1536: -3.4	Hck-Nef inh: 13.8	zVAD death inh: 0.1

Later entries:
no. | smiles | KCC2 mod | hK5 inh | FXIa inh 1536 | TNF necrop inh | FXIIa inh 1536
25 | CC1=Nn2c(nc3sc4c(c3c2=O)CCCC4)SC1 | -1.36 | -12.6 | 5.3 | 2.7 | 10.1
26 | O=S1(=O)CC(N2CCCCC2)C(N2CCCCC2)C1 (stereo not drawn) | 0.0653 | 7.8 | 4.2 | -0.4 | 9.5
27 | Cc1cccc(/C=N\Nc2cn[nH]c(=O)c2Cl)c1 | -0.263 | -6.6 | 3.5 | -7.8 | 20.6
28 | CC(=O)/C=C(\C)Nc1c(C)n(C)n(-c2ccccc2)c1=O | 0.99 | -4.7 | -4.0 | 0.2 | 0.5
29 | COC(=O)CCCCCCCCCCN1CCCCC1 | -0.057 | -4.4 | 1.4 | 2.6 | 6.8

no. | Rad51 HR inh | thrombin 1536 | Hck-Nef inh | zVAD death inh
25 | 7.3 | -4.9 | 3.8 | 0.8
26 | -0.5 | 1.4 | 1.8 | 0.0
27 | . | 5.9 | 46.0 | 1.1
28 | 10.5 | -6.3 | 29.0 | 2.4
29 | 4.2 | -1.7 | 8.3 | -0.3

Pulled one by one from the entries so far, 4 records:
no. | smiles | KCC2 mod | hK5 inh | FXIa inh 1536 | TNF necrop inh | FXIIa inh 1536
26 | O=S1(=O)CC(N2CCCCC2)C(N2CCCCC2)C1 (stereo not drawn) | 0.0653 | 7.8 | 4.2 | -0.4 | 9.5
27 | Cc1cccc(/C=N\Nc2cn[nH]c(=O)c2Cl)c1 | -0.263 | -6.6 | 3.5 | -7.8 | 20.6
25 | CC1=Nn2c(nc3sc4c(c3c2=O)CCCC4)SC1 | -1.36 | -12.6 | 5.3 | 2.7 | 10.1
29 | COC(=O)CCCCCCCCCCN1CCCCC1 | -0.057 | -4.4 | 1.4 | 2.6 | 6.8

no. | Rad51 HR inh | thrombin 1536 | Hck-Nef inh | zVAD death inh
26 | -0.5 | 1.4 | 1.8 | 0.0
27 | . | 5.9 | 46.0 | 1.1
25 | 7.3 | -4.9 | 3.8 | 0.8
29 | 4.2 | -1.7 | 8.3 | -0.3
